# Assay outcomes as filed in PubChem.
# M1 PAM: positive allosteric modulators of human M1 muscarinic receptor; P11229; CHO-K1 hM1, Fluo-8 calcium fluorescence, ACh EC20; 0% = ACh EC20, 100% = maximal ACh; activation, % at 3 µM; 360,000 compounds, 0.088% hits; in the data active = activation above about 19%, passing the limit was not always enough
# M4 PAM: CHRM4 positive allosteric modulation; P08173; 360,000 compounds, 0.4% hits; activation, % at 3 µM; CHO-K1 hM4/Gqi5, Fluo-8 calcium fluorescence, ACh EC20; 0% = ACh EC20, 100% = maximal ACh;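 active = activation above its plate's cutoff, the mean activation of sample wells plus 3 SD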; note: some results filed as inactive read as strong as hits
# Target sequence (P08173 whole entry, looked up): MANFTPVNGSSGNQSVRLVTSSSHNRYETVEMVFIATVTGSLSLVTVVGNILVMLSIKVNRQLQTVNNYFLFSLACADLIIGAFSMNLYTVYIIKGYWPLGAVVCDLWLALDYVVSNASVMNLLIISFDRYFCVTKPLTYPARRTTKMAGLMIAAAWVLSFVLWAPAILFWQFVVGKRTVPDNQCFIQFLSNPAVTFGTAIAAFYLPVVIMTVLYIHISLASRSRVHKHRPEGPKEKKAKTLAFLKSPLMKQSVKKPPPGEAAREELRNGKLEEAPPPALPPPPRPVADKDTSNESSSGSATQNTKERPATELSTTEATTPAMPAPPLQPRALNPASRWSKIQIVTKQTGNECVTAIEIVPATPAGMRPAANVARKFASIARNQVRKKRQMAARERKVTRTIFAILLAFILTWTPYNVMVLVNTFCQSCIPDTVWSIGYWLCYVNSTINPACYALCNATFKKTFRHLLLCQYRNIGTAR
# M4 antag: antagonists of human muscarinic M4 receptor (CHRM4); P08173; inhibition, % at 3 µM; AID 624125; CHO-hM4 cells, ACh EC80, Fluo-8 calcium fluorescence; 360,000 compounds, 0.73% hits;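 active = inhibition above its plate's cutoff, the mean inhibition of sample wells plus 3 SD, cut at about 27% in these data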;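 note: 0% = acetylcholine EC80 with DMSO and 100% = DMSO without agonist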
# CHRM5 PAM: positive allosteric modulators of human muscarinic M5 receptor. CHO-K1 hM5, Fluo-8 calcium, ACh EC20 PAM; 0% = ACh EC20, 100% = ACh EC100. P08912. 360,000 compounds, 0.3% hits. activation, % at 3 µM;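 active = activation above the run cutoff, the mean activation of all test compounds plus 3 SD, cut at about 18% in these data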
# Target sequence (P08912 whole entry, looked up): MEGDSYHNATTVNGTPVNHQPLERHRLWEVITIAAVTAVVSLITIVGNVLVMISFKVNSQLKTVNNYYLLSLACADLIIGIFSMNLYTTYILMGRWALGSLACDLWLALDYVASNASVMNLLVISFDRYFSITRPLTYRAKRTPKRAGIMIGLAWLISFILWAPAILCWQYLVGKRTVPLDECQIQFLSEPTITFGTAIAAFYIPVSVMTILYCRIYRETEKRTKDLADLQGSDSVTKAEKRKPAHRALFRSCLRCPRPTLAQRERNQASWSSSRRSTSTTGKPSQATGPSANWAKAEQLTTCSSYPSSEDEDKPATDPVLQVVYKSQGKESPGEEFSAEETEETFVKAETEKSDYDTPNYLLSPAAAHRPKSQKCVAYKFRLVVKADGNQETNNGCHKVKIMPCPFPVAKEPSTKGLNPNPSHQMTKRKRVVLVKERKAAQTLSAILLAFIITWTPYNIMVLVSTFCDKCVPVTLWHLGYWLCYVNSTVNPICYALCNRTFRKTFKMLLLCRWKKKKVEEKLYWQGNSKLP
#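 System – CHO-K1 hM5 cells · Compound – 3 µM, single dose · Incubation – compound preincubation 140 s before EC20 acetylcholine addition · Technique – Fluo-8 calcium fluorescence · Measure – Max/basal fluorescence ratio as % of EC20–EC100 ACh window · Benchmarks – low control EC20 acetylcholine (0%), high control EC100 acetylcholine (100%) · Replication – singlicate, one well per test compound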
# CHRM5 agonist: CHRM5 agonism in calcium assay; AID 624037; P08912; activation, % at 3 µM; CHO-K1 hM5 cells, Fluo-8 calcium fluorescence; 0% DMSO wells, 100% maximal acetylcholine response; 360,000 compounds, 0.19% hits;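 active = activation above the run's mean over test compounds plus 3 SD, cut at about 23% in these data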;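 note: signal is peak over basal fluorescence ratio across the kinetic read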
# M4 ag: agonists of human muscarinic M4 receptor (CHRM4); activation, % at 3 µM; CHO-K1 hM4/Gqi5, Fluo-8 calcium fluorescence; vehicle 0%, full acetylcholine response 100%; P08173; AID 624127; 360,000 compounds, 0.14% hits;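 active = activation above the run mean over all test wells plus 3 SD, cut at about 32% in these data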;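 note: peak over basal fluorescence ratio per well then scaled between controls; 0% = DMSO wells and 100% = acetylcholine at EC100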
# CHRM5 antagonist: blocks acetylcholine activation of human M5 receptor; 360,000 compounds, 0.59% hits; CHO-hM5 cells, Fluo-8 calcium fluorescence, ACh EC80; P08912; inhibition, % at 3 µM;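 active = inhibition above a per-plate cutoff, the mean of that plate's test compounds plus 3 SD, cut at about 27% in these data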;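 note: 0% = acetylcholine EC80 with DMSO and 100% = DMSO without agonist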
# M1 antag: blocks human M1 muscarinic receptor. P11229. 360,000 compounds, 1.3% hits. CHO-K1 hM1, Fluo-8 calcium fluorescence, ACh EC80 antagonist. inhibition, % at 3 µM;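 active = percent inhibition above its own plate's cutoff, namely the mean of that plate's compound wells plus 3 SD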;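 note: peak over basal fluorescence ratio during 140 s after agonist addition; 0% = ACh EC80 plus DMSO and 100% = DMSO alone without agonist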
# CRFBP-R2 agonist: CRF-BP/CRF-R2 complex agonism; activation, % at 13.2 µM; 350,000 compounds, 0.46% hits; HEK293 CRF-R2/CRF-BP, calcium dye fluorescence (FLIPR); percent of saturating CRF peptide response;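 active = activation of at least 50%, plus an integration ratio under a set limit after plate pattern correction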;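 note: plate controls were neutral control wells without compound for no effect and CRF at EC100 for full effect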
# * hit, by the source's call. Hits appear at their usual frequency (roughly 2.8% active in at least one column).
SMILES,M1 PAM,M4 PAM,M4 antag,CHRM5 PAM,CHRM5 agonist,M4 ag,CHRM5 antagonist,M1 antag,CRFBP-R2 agonist
O=C(CSc1nnc(-c2ccncc2)n1-c1ccc(Cl)cc1)NCc1cccs1,10,-3,7,1,-3,2,4,-6,-1.4
COc1ccc(CCNC(=O)c2ccc(NS(=O)(=O)c3ccc4[nH]c(=O)[nH]c4c3)cc2)cc1,4,5,-13,3,2,1,-3,-5,0.2
CCCNC(=O)c1c(CSc2ccc(Cl)cc2)noc1C(=O)NCc1ccccc1,-3,-3,-12,11,-3,3,-9,2,4.1
CCn1c(=O)c2cc(C(=O)N(C)c3ccccc3F)sc2c2ccccc21,4,-12,2,-8,0,1,8,-7,3.1
COc1ccc(Cc2nnc(SCC(=O)N3CCN(c4ccccc4)CC3)o2)cc1,1,10,7,-7,-3,2,-9,-8,-2.5
CC(C)CN(c1ccccc1)S(=O)(=O)c1nnc(NC(=O)C(C)C)s1,3,-4,-11,10,-5,0,-9,-8,1.7
COc1ccc(C(=O)Nc2ccccc2-c2nnn(CC(N)=O)n2)cc1,3,-4,-21,-8,5,1,-3,-7,1.6
Cc1ccc(OCC(=O)Nc2ccccc2-c2ccccc2NC(=O)COc2ccc(C)cc2)cc1,-8,-1,5,1,0,1,-8,3,9.8
Cc1cc(=O)n(-c2ccc3ccccc3n2)[nH]1,15,34*,19,3,1,0,-2,-2,0.0
C=CCn1c(C)csc1=Nc1ccccc1C,1,0,-10,1,-13,-2,4,-1,0.9
Cc1ccc(C)c(S(=O)(=O)N=Nc2c(O)[nH]c3ccccc23)c1,8,0,2,-2,-3,0,6,0,0.4
CCCCC(=O)Nc1ccc(C2C(=O)c3ccccc3C2=O)cc1,6,14,2,3,2,1,-2,-9,-0.2
C[C@@H](NC(=O)OC(C)(C)C)C(=O)NCC1CCC(C(=O)N[C@@H](Cc2ccccc2)C(=O)O)CC1 (some centres undefined),15,1,7,-1,-1,0,10,-12,1.2
Cc1c2cnn(CC(=O)O)c(=O)c2c(C)n1Cc1ccccc1,5,2,-2,2,1,1,-4,-6,-1.4
CC(C)n1cc(C(=O)N2CCCC(Nc3ccc(F)c(F)c3)C2)cn1 (centres undefined),15,2,-10,2,-2,1,7,-13,0.4
O=C(Nc1ccc(Cl)cc1)C(Cl)C(=O)c1ccccc1 (centres undefined),2,-20,26*,6,-3,7,8,2,2.3
CCN(c1ccccc1)S(=O)(=O)c1ccc(C(=O)N2CCN(c3ccccc3F)CC2)cc1,-12,-7,11,-1,-2,4,0,17,-1.5
Cc1cccc(C(C(N)=O)c2ncc(C(F)(F)F)cc2Cl)c1 (centres undefined),12,0,3,1,-3,0,1,-4,-2.6
OCCCNc1nc(-c2ccccc2)c2cc(Br)ccc2n1,7,4,-13,-4,-1,-2,1,-10,8.7
S=C(Nc1ccccc1)Nc1ccc(OCc2ccc(Cl)cc2Cl)cc1,11,14,-1,7,0,0,-5,-12,2.2

# Profiles as entered above. Order of values: M1 PAM | M4 PAM | M4 antag | CHRM5 PAM | CHRM5 agonist | M4 ag | CHRM5 antagonist | M1 antag | CRFBP-R2 agonist
# COc1ccc(CCNC(=O)c2ccc(NS(=O)(=O)c3ccc4[nH]c(=O)[nH]c4c3)cc2)cc1 is entered as 4 | 5 | -13 | 3 | 2 | 1 | -3 | -5 | 0.2
# Cc1cc(=O)n(-c2ccc3ccccc3n2)[nH]1 is entered as 15 | 34* | 19 | 3 | 1 | 0 | -2 | -2 | 0.0
# S=C(Nc1ccccc1)Nc1ccc(OCc2ccc(Cl)cc2Cl)cc1 is entered as 11 | 14 | -1 | 7 | 0 | 0 | -5 | -12 | 2.2
# CCN(c1ccccc1)S(=O)(=O)c1ccc(C(=O)N2CCN(c3ccccc3F)CC2)cc1 is entered as -12 | -7 | 11 | -1 | -2 | 4 | 0 | 17 | -1.5
# Cc1cccc(C(C(N)=O)c2ncc(C(F)(F)F)cc2Cl)c1 (centres undefined) is entered as 12 | 0 | 3 | 1 | -3 | 0 | 1 | -4 | -2.6

# More results:
SMILES,M1 PAM,M4 PAM,M4 antag,CHRM5 PAM,CHRM5 agonist,M4 ag,CHRM5 antagonist,M1 antag,CRFBP-R2 agonist
Cc1cccc(C)c1NC(=O)CSc1nc2ccccc2c(=O)[nH]1,6,-3,5,1,1,1,6,3,1.7
O=C(c1ccco1)N1CCN(c2ccnc3cc(Cl)ccc23)CC1,-5,5,14,-7,-2,6,5,-5,-2.9
CCSc1nc2c([nH]1)c(=O)n(C)c(=S)n2C,4,2,-7,-4,0,1,15,-2,-2.8
CCOC(=O)c1ccc(NC(=O)CN(C)S(=O)(=O)c2ccc(Br)s2)cc1,-12,-15,-3,-15,-2,13,11,15,2.9
C(=N\n1cnnc1)/c1cccc(OCCOc2ccccc2)c1,-5,-2,-15,-5,0,5,-2,3,-0.7
O=C(NCc1ccccc1)C(c1ccccc1)N(Cc1ccc2c(c1)OCO2)C(=O)Cc1cccs1 (centres undefined),-15,-17,19,-23,3,13,15,45*,3.7
CC(=O)CSc1nnc(-c2ccc(S(=O)(=O)N3CCOCC3)cc2)n1C,5,1,-1,7,-2,1,-3,-2,-0.6
O=C(CN1C(=O)CC(c2ccccc2)S(=O)(=O)c2ccccc21)N1CCCCC1 (centres undefined),4,7,-6,-9,-1,4,-2,-1,0.1
Cc1c(C)c(C)c(/C=[N+](/C)[O-])c(C)c1C,0,0,5,2,3,0,-13,1,-2.1
CCc1ccc(Nc2nnc(SCC(=O)NC(=O)CN3CCCC3=O)s2)cc1,13,13,-6,9,3,-1,4,-10,-0.2
Cc1nc(NC(=O)CSc2nnc(C)n2CC2CCCO2)sc1C (centres undefined),0,1,-3,-5,1,1,4,-2,-1.6
O=C(C1COc2ccccc2O1)N1CCc2ccccc2C1 (centres undefined),3,-3,0,1,-4,1,6,-30,-1.9
CCCN1C(=O)C(=O)c2cc(C)ccc21,11,2,9,2,4,0,6,-9,-0.7
O=C(CSc1nnc(CNC(=O)c2cccc(C(F)(F)F)c2)o1)NC1CCCC1,7,14,-2,12,-1,2,-10,-5,1.9
Cc1noc(C)c1S(=O)(=O)N1CCC(C(=O)N2CCC(N3CCCCC3)CC2)CC1,-5,-6,-1,-5,-1,0,-4,7,0.7
CCCNC(=O)NC(=O)c1cnccc1C(F)(F)F,7,-10,-3,7,-2,5,3,-4,-1.2
C=C(C)COc1ccc(-c2[nH]ncc2Oc2ccccc2OCC)c(O)c1,10,2,-6,4,1,0,-4,-8,0.9
Cc1nc(C)c(C(=O)NNC(=O)c2ccc(Br)cc2)s1,-1,2,-1,3,0,2,2,2,-2.3
COc1cccc(/C=N/N2CCN(c3ccncc3S(=O)(=O)N3CCCCC3)CC2)c1,1,-4,1,-1,-5,1,2,-5,-1.6
CC(C)CC(=O)N/C(N)=N/c1nc2ccccc2s1,-6,-4,-13,-12,-3,5,16,6,1.2
c1ccc(CNCCC(Cc2ccccc2)c2ccco2)cc1 (centres undefined),-5,-9,-2,-1,-10,9,-1,-5,2.4
CCOc1ccc(S(=O)(=O)N2Cc3ccccc3CC2C(=O)NCCCn2ccnc2)cc1 (centres undefined),-2,-1,-11,-2,-15,0,-3,7,-0.2
Cc1ccc(-n2[nH]c(C)c(/C=N/n3c(C)nc4ccccc4c3=O)c2=O)cc1,2,10,-6,8,1,2,-10,-22,-0.6
COc1ccc2[nH]c(C(=O)N3CCN(C)CC3)c(C)c2c1,1,0,-6,-3,-4,0,12,-2,-1.7
COc1ccc(NC(=O)CN2CCN(c3ccc(Cl)cc3)CC2)c(OC)c1,-1,-3,-6,-1,-4,0,-5,-4,0.9
Cc1ccc(S(=O)(=O)CCC(=O)OCC(=O)N2CCN(S(=O)(=O)c3ccc(Cl)cc3)CC2)cc1,13,9,-5,6,-4,1,2,-15,0.5
O=C(NCCCN1CCOCC1)c1cccnc1,5,12,5,8,2,1,-10,7,-0.9
COc1cccc(C(=O)O/N=C(\N)c2ccc([N+](=O)[O-])cc2)c1,5,4,-5,2,-6,1,-5,-5,0.4
COc1c2c(cc3oc(C)cc(=O)c13)OC(C(C)(C)OC1OC(CO)C(O)C(O)C1O)C2 (centres undefined),4,7,1,10,3,2,8,-3,-0.4
COc1ccccc1-c1nc(SCC(=O)Nc2ccccc2)n[nH]1,6,8,1,3,-2,5,4,-4,0.2
Cc1ccc(C)c(S(=O)(=O)NCc2ccc3c(c2)OCO3)c1,9,-3,-4,-5,-8,0,2,-17,1.3
COC(=O)c1cn(NC(=O)c2ccncc2)c(=O)c2ccccc12,4,-4,3,-4,-5,-1,1,-6,1.8
COc1ccccc1C(=O)NCC(=O)N=Nc1c(O)n(C(C)C)c2ccccc12,4,-2,-6,-2,-6,7,12,-10,-1.6
O=C(c1cccs1)N1CCN(Cc2ccc3c(c2)OCO3)CC1,5,2,1,-1,-3,2,1,1,-2.1
Cc1nn(-c2ccccc2)c(Cl)c1/C=C(\CC(=O)O)c1nc2ccccc2s1,11,2,15,-5,0,1,-1,-12,2.2
O=S1(=O)N=C2CCCCCN2C(c2ccncc2)N1 (centres undefined),2,-4,4,3,-4,0,4,1,-0.6
COc1cccc(CCNC(=O)C2CCC(=O)N(Cc3cccc(OC)c3)C2)c1 (centres undefined),2,5,-7,-1,-3,1,9,-4,0.1
Cc1ccc(C(=O)Nn2c(C)nc3ccccc3c2=O)cc1C,3,-14,2,-9,1,7,6,-5,-5.3
O=C1OCCN1C(=O)[C@H]1[C@H](c2ccc(Cl)cc2)C(c2ccccc2)=NN1c1ccc(Br)cc1,-1,-4,-17,-5,0,1,1,-3,3.4
CCCc1[nH][nH]c(=O)c1C(c1ccccc1)C(C#N)C#N (centres undefined),8,2,-7,-2,-3,0,-1,-9,0.0
COc1ccc(C(=O)NC(=S)N2CCCCC2c2cccnc2)cc1OC (centres undefined),7,8,-15,2,3,1,1,-6,1.0
CCOc1ccccc1NC(=O)C(c1ccccc1)N1CCN(CC(=O)N2CCCC2)CC1 (centres undefined),4,-2,3,-3,4,2,2,0,-0.5
COc1c(C)cc(C(=O)C2CCCN(S(=O)(=O)N(C)C)C2)cc1C (centres undefined),3,-3,3,0,3,3,-5,-8,-2.4
COc1cc(C=NNc2ccc(S(=O)(=O)Nc3ccccc3C(=O)O)cc2[N+](=O)[O-])ccc1O,16,11,6,10,2,0,-1,-17,-0.5
COc1ccc(CCNC(=O)C2CCCN2C(=O)NC2CCCCC2)cc1OC (centres undefined),8,-1,3,-6,-1,0,10,-3,-0.4
Cc1ccc(C(=O)NNC(=O)CSc2nnc(C(C)C)n2C)cc1,3,-3,-6,-1,-1,0,4,-2,-1.1
COc1ccc(/C=N/n2c(SC)nnc(C(C)(C)C)c2=O)cc1OC,-1,2,2,-1,1,0,5,-15,-1.4
CC(C)c1ccc(OCC(O)CN2CCCC2)cc1 (centres undefined),2,-3,-3,10,-3,1,8,-5,-0.1
CC(=O)Nc1ccc2[nH]c(C)c(CC=C(Cl)Cl)c(=O)c2c1,-3,-1,4,-12,-6,1,1,14,-1.2
C/C(=N\NC(=O)c1nnn(-c2nonc2N)c1CSc1ccccc1)c1ccc2c(c1)OCO2,8,11,-9,5,-2,2,1,-8,0.8
O=C(Nc1ccc(Cl)cc1)c1ccc(-n2cncn2)c([N+](=O)[O-])c1,-6,-14,29*,-12,6,24,15,12,6.1
O=C1c2ccccc2N[C@@H]2C=CC[C@@H]2N1O,7,9,-12,3,-1,0,-4,-10,-3.9
